AP complement – alternative pathway complement inhibition, orthogonal assay. 62,000 tested, 0.08% active. AID 1235. inhibition, % at 5 µM. Human serum alternative complement pathway, LPS-coated ELISA, C3 deposition; tested in compound mixtures;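 active = inhibition above 30% in each of the two pooled mixtures holding the compound, so the lower value exceeds 30%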;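 note: 0% = serum in Mg-EGTA without compound and 100% = EDTA serum blank; some compounds past the cut are filed as inactive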
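Test system: human serum alternative complement pathway, C3 deposition on LPS-coated wells; also added: Plate-bound LPS; doses: 5 µM per compound in ten-compound mixtures; schedule: 1 h at 37 °C; detection: Anti-C3 ELISA, OD 450 nm; evaluation: percent inhibition of C3 deposition onto LPS; repeats: two pool placements per compound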
SF1 activator – activators of human nuclear receptor SF-1; Q13285; AID 522; activation, % at 10 µM; 65,000 tested, 1.9% active; CHO-K1 Gal4-SF-1 LBD luciferase reporter; % increase over DMSO SF-1-specific signal;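 active = activation above the mean activation of all tested compounds plus 3 SD, cut at about 50% in these data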
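Assay system: CHO-K1 cells co-transfected with Gal4 DBD–human SF-1 LBD, 5xGal4 luciferase reporter / Input: 4,000 cells per well / Incubation: 20 h compound exposure at 37 °C after 1 h cell settling / Detection: SteadyLite luciferase luminescence / Control set: DMSO negative control and −SF1 background wells / Replication: one test per compound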
5HT1E ag – agonists of human 5-HT1E serotonin receptor; P28566; CHO 5-HT1E Ga15 NFAT-bla reporter, FRET; 0% DMSO wells, 100% control agonist wells; activation, % at 6 µM; 65,000 tested, 0.69% active; AID 574;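 active = activation above a set limit, the screen-wide mean activation plus 3 SD, cut at about 8.5% in these data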;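 note: 100% = positive control agonist at 1 µM giving full maximal response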
Target sequence (P28566 whole entry, looked up): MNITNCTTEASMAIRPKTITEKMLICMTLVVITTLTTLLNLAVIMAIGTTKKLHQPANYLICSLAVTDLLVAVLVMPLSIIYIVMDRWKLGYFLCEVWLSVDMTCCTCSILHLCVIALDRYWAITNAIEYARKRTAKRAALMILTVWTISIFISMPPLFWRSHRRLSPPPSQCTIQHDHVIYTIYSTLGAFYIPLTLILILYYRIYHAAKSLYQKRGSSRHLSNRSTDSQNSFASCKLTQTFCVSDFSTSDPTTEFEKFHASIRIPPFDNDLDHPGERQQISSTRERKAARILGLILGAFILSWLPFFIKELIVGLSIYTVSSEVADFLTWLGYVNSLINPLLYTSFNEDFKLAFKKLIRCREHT
tolC growth inh – E. coli tolC mutant growth inhibition | 65,000 tested, 2.2% active | AID 573 | E. coli BW25113 tolC mutant growth, OD615 | growth inhibition, % at 10 µM (by protocol);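 active = growth inhibition at or above a cutoff equal to the mean over every tested compound plus 3 SD, cut at about 60% in these data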;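 note: growth measured after 20 h incubation at 37 °C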
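Test system – E. coli BW25113 ΔtolC::kan, tolC deletion mutant strain · Detection – OD at 615 nm · Buffer or medium – LB with kanamycin 50 µg/mL · Times – 20 h compound exposure of bacteria at 37 °C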
HTR1E antagonist – antagonists of human 5-HT1E serotonin receptor; P28566; CHO 5-HT1E Ga15 NFAT-bla reporter, FRET, antagonist; inhibition, % at 6 µM; 65,000 tested, 0.99% active; AID 571;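 active = inhibition above a set limit, the mean inhibition across every tested compound plus 3 SD, cut at about 29% in these data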;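 note: signal is the 460 over 535 nm emission ratio of beta-lactamase substrate; 0% = agonist plus DMSO wells and 100% = wells without agonist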
RORa activator – activates the human nuclear receptor RORA. P35398. CHO-K1 Gal4-RORA LBD luciferase reporter, luminescence; percent increase over mock-subtracted basal signal. activation, % at 10 µM. 65,000 tested, 1.5% active. AID 560;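 active = activation above the mean of all tested compounds plus 3 SD, cut at about 49% in these data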;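 note: 0% = DMSO-treated RORA cells and 100% = added signal equal to DMSO minus mock-transfected cells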
S1P1 ag pot – agonists and agonism potentiators of human S1P1 receptor | S1P1 CRE-bla cells, forskolin, beta-lactamase FRET, potentiator mode; S1P1 agonist co-added at EC20, 2 nM; 100% = saturating reference agonist, 0% = basal | 56,000 tested, 0.57% active | P21453 | activation, % at 9.5 µM;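 active = activation above a cutoff set at the mean activation of all tested compounds plus 3 SD, cut at about 54% in these data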;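 note: forskolin at 4 µM as EC80 and the EC20 agonist is SEW2871; 100% = SEW2871 at its EC100 plus forskolin at EC80; some compounds past the cut are filed as inactive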
S1P3 agonist – agonists of human S1P3 receptor; S1P3 NFAT-BLA reporter cells, agonism, FRET ratio; relative to 1 µM S1P, basal subtracted; activation, % at 4.5 µM; 60,000 tested, 0.1% active;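 active = activation above the screen-wide mean plus 3 SD, cut at about 4.5% in these data, passing the limit was not always enough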; note: some compounds called inactive have numbers as strong as hits
Target sequence (Q99500 whole entry, looked up): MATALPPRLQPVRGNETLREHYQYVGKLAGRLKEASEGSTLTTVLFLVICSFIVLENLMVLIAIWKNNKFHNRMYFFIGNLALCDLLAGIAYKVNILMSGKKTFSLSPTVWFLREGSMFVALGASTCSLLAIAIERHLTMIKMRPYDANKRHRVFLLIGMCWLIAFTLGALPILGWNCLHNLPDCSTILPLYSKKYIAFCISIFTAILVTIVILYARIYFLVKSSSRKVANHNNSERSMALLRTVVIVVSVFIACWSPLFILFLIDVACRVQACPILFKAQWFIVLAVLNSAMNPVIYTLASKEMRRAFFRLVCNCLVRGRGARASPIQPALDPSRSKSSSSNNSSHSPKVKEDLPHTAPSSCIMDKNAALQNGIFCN
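Assay system: stable CHO line with human S1P3, Gα16, NFAT-BLA reporter; Detection: FRET β-lactamase substrate fluorescence, excitation 405 nm, 460/535 nm emission ratio, background-subtracted; Read-out: percent activation versus median 1 µM S1P response, basal-subtracted, per plate; Incubation: cells plated overnight, compound 4 h 37 °C, substrate 2 h RT.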
5HT1a antag – 5-HT1a (human) receptor antagonism; inhibition, % at 10 µM; P08908; 62,000 tested, 0.68% active; CHO 5-HT1a Ga15 NFAT-bla reporter, antagonist mode; AID 612;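 active = inhibition above the mean of all tested compounds plus 3 SD, cut at about 43% in these data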;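 note: receptor stimulated by 5-CT agonist at 100 nM near EC80; beta-lactamase reporter measured by ratiometric fluorescence of a cleavable substrate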
Numbers without * were called inactive; · = not tested or not shown.

Values in the order – AP complement | SF1 activator | 5HT1E ag | tolC growth inh | HTR1E antagonist | RORa activator | S1P1 ag pot | S1P3 agonist | 5HT1a antag
COC(=O)C(NC(C)=O)(Nc1ccc(Br)cn1)C(F)(F)F (centres undefined)
  · | -10 | -0.6 | 15 | 2 | -8 | 5 | -3.6 | ·
Cn1c([N+](=O)[O-])cnc1COC(N)=O
  3 | -7 | 0.3 | 10 | 1 | 2 | -16 | 0.0 | ·
CCOC(=O)C1CCCN(C(=O)c2cc3c(C)nc4ccccc4c3o2)C1 (centres undefined)
  11 | 6 | 0.3 | 29 | 24 | 9 | -36 | -1.8 | -7
CC(C)c1nnc(NC(=O)CCC(=O)N2CCN(Cc3ccccc3)CC2)s1
  -2 | -8 | 0.3 | 14 | 4 | -7 | -11 | -1.4 | -2
COc1ccc2c(c1)CC(C1(O)C(=O)N(C)c3ccccc31)C2=O (centres undefined)
  4 | -8 | 0.2 | -18 | -10 | 3 | -13 | 0.3 | -11
Cn1cnnc1-c1cccc(NS(=O)(=O)c2ccc(N3CCCC3=O)cc2)c1
  · | -22 | -0.2 | -20 | -4 | -18 | -3 | -0.4 | -3
C/C(N)=C(/C#N)C(=O)COC(=O)C(NS(=O)(=O)c1ccc(Cl)cc1)C(C)O (centres undefined)
  5 | -2 | -0.5 | -4 | -3 | 2 | -13 | -1.3 | 10
Clc1ccc(N2CCN(c3ncnc4c3oc3ccccc34)CC2)cc1
  5 | 2 | 0.5 | -8 | -1 | 3 | -12 | -0.1 | -9
COc1ccc(C2C(C#N)=C(C)NC3=C2C(=O)CC(C)(C)C3)c(OC)c1 (centres undefined)
  8 | 2 | 0.0 | 12 | 4 | -12 | -1 | -0.5 | -3
CC(C)(C)c1csc(N(CCC#N)CCC#N)n1
  13 | -8 | -0.9 | 14 | -3 | 0 | · | · | 4
CC(C)Cn1c(-c2ccc(Cl)cc2)cnc1SCC(=O)N1CCOCC1
  9 | 27 | -0.1 | 51 | -6 | 4 | -14 | -0.2 | -2
COCc1nnc(NC(=O)c2sc3ccccc3c2Cl)s1
  -4 | 49 | -1.0 | 47 | -9 | -1 | -5 | -0.5 | 5
Fc1ccc(F)c(CN2CCN(c3ncccn3)CC2)c1
  28 | 15 | 0.7 | -3 | -5 | -21 | · | -0.7 | -13
Cc1nn(-c2ccccc2)c(Oc2ccc(F)cc2)c1/C=N/n1cnnc1
  -5 | 4 | -0.2 | 3 | -6 | 10 | -14 | -0.5 | 13
CCOC(=O)c1c(NC(=O)CSc2nnc(-c3cccnc3)n2Cc2ccco2)sc(C)c1C
  -4 | 6 | 0.1 | 26 | 10 | 13 | -41 | 0.9 | -5
Cc1c(C)n(CC(O)CN2CCOCC2)c2ccccc12 (centres undefined)
  2 | 13 | -1.2 | -5 | 2 | 4 | -1 | -0.7 | 11
Cc1sc2nc(CN3CCOCC3)nc(Oc3ccc(NC(=O)c4ccco4)cc3)c2c1C
  5 | 22 | 0.3 | -7 | 15 | 26 | -15 | 0.4 | -8
CC(C)Cc1nnc(NC(=O)CSc2nc(=O)cc(N)n2-c2ccccc2)s1
  · | 10 | -0.9 | -7 | -3 | -10 | 13 | -0.3 | -4
Cc1ccc(NS(=O)(=O)c2cn(C)cn2)cc1
  2 | -2 | 1.6 | -18 | -7 | -13 | -5 | -0.5 | -4
Cc1cccc2cc(C#N)c(SCC(=O)N3CCC(C)CC3)nc12
  -15 | -14 | 1.0 | 17 | -3 | -6 | 6 | -1.0 | -5
Cc1c(=O)n(OCc2ccccc2)c2ccccc2[n+]1[O-]
  -4 | 8 | -1.1 | -2 | 9 | -12 | · | -0.8 | 11
CC1(C)NC(=O)N(CC(O)COc2ccccc2-c2ccccc2)C1=O (centres undefined)
  2 | 11 | 1.4 | 16 | -4 | 24 | -8 | 0.6 | -23
COc1ccc(S(=O)(=O)C(C#N)c2nc3ccccc3nc2N2CCCCC2)cc1 (centres undefined)
  6 | -2 | -0.7 | 28 | 1 | -5 | · | · | 4
CC(=O)N1CCc2cc(S(=O)(=O)NCCC(=O)Nc3cccc(C)c3)ccc21
  16 | 15 | -0.1 | -20 | 2 | -4 | -6 | -0.8 | 0
COc1ccc(-n2c(N3CCN(C)CC3)nc3sc4c(c3c2=O)CCCCC4)cc1
  13 | 9 | 0.0 | 0 | -7 | 8 | 10 | -0.3 | -3
Cc1ccc(S(=O)(=O)N2CCN(C(=O)c3ccccc3)C2C(C)C)cc1 (centres undefined)
  16 | 5 | -0.5 | 7 | -1 | 1 | -10 | -0.4 | 22
CC(=O)c1cccc(-n2nnnc2SCC(=O)N2CCCC2)c1
  9 | -2 | -0.1 | -4 | -2 | 2 | -6 | -0.2 | 2
COc1ccc(NC(=O)c2c(C)oc3c2CCCC3)cc1
  · | 26 | 0.2 | 3 | 4 | 15 | -14 | -1.0 | 20
Cc1c(N/C=C/C(=O)c2cccs2)c(=O)n(-c2ccccc2)n1C
  9 | 20 | -0.1 | -10 | -10 | 21 | -18 | -1.2 | -2
C=CCn1c(=O)c2ccccc2n2c(SC(C)C(=O)Nc3nc(-c4ccccc4)cs3)nnc12 (centres undefined)
  11 | -3 | 0.0 | 7 | 38* | 8 | 4 | -0.8 | 0
CCCOc1ccc(N2C(=O)CC(N(O)c3ccccc3)C2=O)cc1 (centres undefined)
  11 | -21 | -0.5 | 1 | -6 | -34 | -7 | -1.7 | -4
CC1Cc2ccccc2C(=O)N1 (centres undefined)
  13 | -8 | -1.0 | -16 | 10 | -12 | -24 | -0.7 | -7
Cc1c(-c2ccccc2)c(P(=O)(N2CCOCC2)N2CCOCC2)c2ccccn12
  5 | 2 | 0.6 | -6 | -12 | 4 | 4 | 0.4 | -10
Cc1ccc(C)c(CSc2nnc(-c3ccccn3)n2N)c1
  6 | -5 | 0.2 | 44 | 1 | -6 | -11 | -0.5 | -5
O=C(c1cc(=O)c2ccccc2o1)N1CCCc2ccccc21
  -8 | 4 | 1.4 | 3 | 0 | 24 | -2 | 1.9 | -7
Cc1ccc(C)c(S(=O)(=O)N2CCN(CC(=O)NC(=O)NCc3ccccc3)CC2)c1
  0 | -12 | 1.1 | 17 | 1 | 3 | 8 | -0.9 | 0
CC(=O)Nc1cccc(OCC(=O)NS(=O)(=O)c2ccc(Cl)cc2)c1
  8 | -9 | 0.2 | -10 | 3 | -30 | -14 | -0.2 | 7
Cc1cc(C)nc(SCc2nnc(SCC(=O)Nc3cc(C(F)(F)F)ccc3Cl)o2)n1
  6 | -1 | 0.2 | 4 | 0 | -1 | 5 | -1.0 | 0
COc1ccc(CCN(C)C(=O)N2CCOCC2)cc1OC
  -5 | 1 | 0.5 | -23 | -10 | 2 | -24 | 1.3 | -2
Nc1nc(NC(=O)c2cccc(S(=O)(=O)N3CCCCCC3)c2)nc(-c2ccccc2)n1
  14 | -1 | 0.1 | -2 | 6 | -19 | · | · | -10

Profiles, looked up by structure:
`Nc1nc(NC(=O)c2cccc(S(=O)(=O)N3CCCCCC3)c2)nc(-c2ccccc2)n1` as listed: AP complement: 14; SF1 activator: -1; 5HT1E ag: 0.1; tolC growth inh: -2; HTR1E antagonist: 6; RORa activator: -19; S1P1 ag pot: ·; S1P3 agonist: ·; 5HT1a antag: -10
`CC(=O)N1CCc2cc(S(=O)(=O)NCCC(=O)Nc3cccc(C)c3)ccc21` as listed: AP complement: 16; SF1 activator: 15; 5HT1E ag: -0.1; tolC growth inh: -20; HTR1E antagonist: 2; RORa activator: -4; S1P1 ag pot: -6; S1P3 agonist: -0.8; 5HT1a antag: 0

Other structures:
Values in the order – AP complement | SF1 activator | 5HT1E ag | tolC growth inh | HTR1E antagonist | RORa activator | S1P1 ag pot | S1P3 agonist | 5HT1a antag
Cc1ccc(N2C(=O)C(Cl)=C(Nc3c(C)n(C)n(-c4ccccc4)c3=O)C2=O)cc1
  20 | -5 | 1.1 | -28 | -4 | 6 | -12 | -0.1 | -4
CC(C)Oc1cccc(C(=O)Nc2ccccc2N2CCOCC2)c1
  24 | 11 | -1.1 | 7 | 32* | 6 | 11 | -0.9 | 4
O=S(=O)(Nc1ncn[nH]1)c1ccc2ccccc2c1
  22 | 4 | -0.3 | -14 | -7 | -5 | -1 | -0.9 | -7
CCN1CCN(C(=O)c2cc3cc4cc(OC)ccc4nc3s2)CC1
  -6 | 22 | -1.6 | 28 | 5 | 18 | -11 | -1.3 | 9
COc1ccc(C(C(=O)NC2CCCCC2)N(CC2CCCO2)C(=O)CNC(=O)c2ccco2)cc1 (centres undefined)
  6 | -9 | -0.5 | 2 | -11 | -10 | -16 | -0.3 | -6
COCc1nnc(N)s1
  6 | -11 | 1.9 | -19 | -14 | -4 | 7 | 1.0 | -7
Cc1ccc(S(=O)(=O)N2CCC(C(=O)N[C@@H](Cc3ccccc3)C(=O)O)CC2)cc1
  2 | -8 | 1.7 | -5 | -5 | 1 | -14 | -1.9 | 2
Cc1cccc2nc(Cn3c(=O)n(CCC(=O)NCc4ccco4)c(=O)c4sccc43)cc(=O)n12
  5 | 5 | -0.6 | -24 | 14 | 10 | 14 | -0.8 | 1
Cn1c(=O)c2c(nc(Oc3ccc4c(c3)OCO4)n2Cc2ccc(Br)cc2)n(C)c1=O
  · | -5 | -0.3 | 11 | -9 | -11 | 5 | -2.5 | ·
O/N=C(\COc1ccccc1O)c1ccccc1
  14 | 0 | -0.4 | 4 | 0 | -21 | -10 | -0.6 | 12
CCCOC(=O)CSc1nnc(-c2cc(OC)c(OC)c(OC)c2)o1
  0 | -23 | -0.2 | 4 | 4 | -17 | -27 | -0.7 | -7
CCC1CCCCN1CCNS(=O)(=O)c1ccc2c(c1)oc(=O)n2C (centres undefined)
  4 | -10 | 0.1 | -10 | 12 | -1 | 0 | -0.3 | 5
CCCSc1nsc(SCCC)c1C(N)=O
  -4 | -5 | -0.2 | -23 | 2 | 7 | -17 | -0.8 | -8
O=C(NCc1ccco1)C(c1cccnc1)N(C(=O)Cn1nnc2ccccc21)c1ccc(F)cc1 (centres undefined)
  17 | -11 | 0.2 | -10 | 2 | -12 | -12 | -1.5 | -3
CCOC(=O)C1CSC(CC(=O)Nc2ccc(Cl)cc2)C(=O)N1 (centres undefined)
  -6 | -7 | -0.8 | -12 | 3 | -14 | 1 | -0.9 | -9
c1cc2c(cc1Oc1nc(N3CCOCC3)nc(N3CCOCC3)n1)OCO2
  3 | 14 | 1.0 | 7 | 1 | 9 | -19 | 0.1 | -8
c1csc(-c2cnc3ccccc3n2)c1
  3 | 50* | -0.3 | 2 | -10 | 95* | -27 | 0.7 | -7

Source: PubChem
